Pf apPOL block: Pf-apPOL DNA polymerase inhibition. Recombinant Pf-apPOL, molecular beacon fluorescence, 1.5 h. inhibition, % at 10 µM. actives 0.25% (n = 210,000)
mHTT CaM bind: mHTT-calmodulin interaction abrogation | P42858 | AID 1671202 | AlphaScreen His-mHTT/GST-CaM binding, luminescence | inhibition, % at 15 µM | actives 3.6% (n = 190,000);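 also: 0% = both proteins with DMSO and 100% = one protein alone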
* hit, by the source's call; i = inactive; / = no result given; & = joins results of further samples. Rule as the data show it: active = inhibition above about 50%; inactive = the rest.

Fields: Pf apPOL block	mHTT CaM bind
CCCc1nc(SCc2cccc(Oc3ccccc3)c2)n[nH]1
→ -5	-9
O=C(Nc1ccc2c(c1)OCO2)N1CCC(c2nnc(C(F)(F)F)o2)CC1
→ 2	-13
CN1C(=O)Cc2cc(NS(=O)(=O)c3ccc4c(c3)CCCC4)ccc21
→ -2	-4
COCc1nnc(NC(=O)c2ccco2)s1
→ 1	0
COc1ccc(OC)c(C2c3cccn3CCN2S(=O)(=O)c2ccc([N+](=O)[O-])cc2)c1 (stereo not drawn)
→ -2	24
O=C(Nc1cccc2cccnc12)C1CCN(c2ccc(-n3cccn3)nn2)CC1
→ -6	-12
C=CCSc1nc2c(c(=O)[nH]c(=O)n2C)n1Cc1ccccc1Cl
→ 6	5
O=S(=O)(Nc1ccc(F)cc1)c1cccnc1Nc1cccc(Cl)c1
→ 6	93*
Cc1c(CN2CCCC(OCc3nc(C4CC4)no3)C2)cnn1C (stereo not drawn)
→ -4	-12
CN(C)c1ccc(/C=c2\sc3nc(-c4cccs4)nn3c2=O)cc1
→ 3	-2
O=C(Nc1c(F)c(F)c(F)c(F)c1F)c1csc2c1CCCCC2
→ -2	-14
COc1ccccc1/C=C1\N=C(c2cccc(Br)c2)OC1=O
→ -2	-2
CCOC(=O)CNc1cc(S(=O)(=O)N(C)C)ccc1C
→ 3	/
COc1ccc(C=Nc2nc3ccccc3n2C)cc1OC
→ 0	20
CC(=O)Nc1ccc(NC(C)=O)c(NC2OCC(O)C(O)C2O)c1 (stereo not drawn)
→ 0	6
CCOc1ccc(Br)cc1/C=C1\C(=O)NN(c2ccc(C)cc2)C1=O
→ -2	7
NS(=O)(=O)c1ccc(NS(=O)(=O)c2ccc(NC(=O)C3CCCCC3)cc2)cc1
→ -8	0
COc1cccc2c1OC1(C)CC2NC(=O)N1c1cccc(C(=O)NCc2ccco2)c1 (stereo not drawn)
→ -8	-4
Cc1c(-c2csc(-c3ccc4c(c3)OCCO4)n2)cnn1-c1ccccc1
→ -39	/
CC(C)N1C(=O)Cc2ccccc2C1C(=O)NCC1CCCO1 (stereo not drawn)
→ -2	-8

The final 4 compounds of the part before are carried over, then new ones follow:
Fields: Pf apPOL block	mHTT CaM bind
NS(=O)(=O)c1ccc(NS(=O)(=O)c2ccc(NC(=O)C3CCCCC3)cc2)cc1
→ -8	0
COc1cccc2c1OC1(C)CC2NC(=O)N1c1cccc(C(=O)NCc2ccco2)c1 (stereo not drawn)
→ -8	-4
Cc1c(-c2csc(-c3ccc4c(c3)OCCO4)n2)cnn1-c1ccccc1
→ -39	/
CC(C)N1C(=O)Cc2ccccc2C1C(=O)NCC1CCCO1 (stereo not drawn)
→ -2	-8
CCCS(=O)(=O)c1c(S(=O)(=O)CCC)c2c(N)cccn2c1C(=O)c1ccc(F)cc1
→ -4	31
O=S1NN(c2ccccc2)S(=O)NN1c1ccccc1 (stereo not drawn)
→ 3	-1
COC(=O)c1[nH]c(-c2ccccc2)c(C)c1C(=O)OC
→ -4	/
Cc1ccc(-c2csc3c(=O)n(CC(=O)NCc4ccc(F)cc4)cnc23)cc1
→ -2	-26
Cc1ccc(C(=O)Nc2cc(-c3cccs3)no2)cc1
→ 1	-14
CCCN1CCN(CCCNC(=O)C2=C(C)C(=O)OC23CCCCC3)CC1
→ 3	0
CCCn1cc(C2=CCN(S(=O)(=O)c3ccc(Cl)s3)CC2)c2cccnc21
→ 1	20
COc1cc(C(=O)Nc2sc(Cc3ccccc3)c(C)c2C(N)=O)cc(OC)c1OC
→ -9	0
C=C(C)COc1ccc2cc(-c3ccc(OC)cc3)c(=O)oc2c1
→ -5	-14
Cc1cc(C(=O)N2CC(c3nc(-c4ccccn4)no3)C2)no1
→ -6	-14
COC(=O)c1ccc(S(=O)(=O)NCc2csc3ccc(Cl)cc23)n1C
→ -13	/
COc1ccc(NC(=O)c2ccc(Cl)cc2)c(OC)c1
→ 0	-15
Cc1ccc(NC(=O)COc2ccc(Br)cc2C)c([N+](=O)[O-])c1
→ 1	-15
CCC(CC)C(=O)Nc1c2c(nn1-c1ccc(C)cc1C)CS(=O)(=O)C2
→ -4	-1
CC(C)CNC(=O)CCC1CCCCC1
→ 1	-4
CCOC(=O)c1ccc(OC(=O)c2ccc(Cl)cc2[N+](=O)[O-])cc1
→ -10&4	/
O=C(CCc1ccc2[nH]ccc2c1)NCc1cccnc1
→ -3	-1
COc1ccc(CN2CC(C(=O)NCCc3ccc(C)cc3)CC2=O)cc1 (stereo not drawn)
→ -3	2
Cc1ccc2cc3cc(C(=O)N(C)C4CCCCC4)oc3nc2c1
→ -11	-5
COc1ccc(C=C2Oc3cc(OCC(=O)OCc4ccccc4)ccc3C2=O)c(OC)c1OC
→ 1	4
O=C(c1cccc(C(F)(F)F)c1)N1CCN(c2nc(CN3CCCCC3)cs2)CC1
→ 1	-2
COc1ccc(Cl)cc1C1=N/C(=C/c2cccc(Br)c2)C(=O)O1
→ 2	5
Cc1ccccc1NC(NC(=O)c1cccc([N+](=O)[O-])c1)C(Cl)(Cl)Cl (stereo not drawn)
→ -2	48
Cc1cccc(/C(N)=N/OC(=O)c2ccc3c(c2)OCO3)c1
→ -6	i
O=C(Cn1nc(N2CCCCCC2)c2ccccc2c1=O)NC1CCc2ccccc21 (stereo not drawn)
→ -2	11
Cc1ccc(/C=C(\C#N)c2nn(-c3ccccc3)c(N)c2C#N)cc1
→ -1	-1
CCOCCCNC(=O)c1ccc(CS(=O)(=O)Cc2ccccc2Cl)o1
→ -17	3
COCC(=O)N1CCCC(COc2cccc(C(=O)NC3CC3)c2)C1 (stereo not drawn)
→ 5	-7
O=c1ccc(-c2noc(Cc3cccc(Cl)c3)n2)c[nH]1
→ 2	7
O=C(c1ccccc1)N1CCn2c(nc3ccccc32)C1
→ -9	-1
CC(C)c1cc(C2CCCN2Cc2cccc(F)c2)no1 (stereo not drawn)
→ -3	-30
O=C(C1CN(S(=O)(=O)c2cccs2)CC12CCOCC2)N1CCCCC1 (stereo not drawn)
→ 1	-1
NC(=O)c1ccccc1N=c1oc2ccccc2cc1C(N)=O
→ 0	0
CC(C)(C)C(=O)NCCc1ccoc1
→ -5	2
C=CCN(CC=C)S(=O)(=O)c1ccc(C(=O)N=c2sc3ccccc3n2C)cc1
→ 3	-5
CCOc1ccc(CN2CCc3nc(N4CCC(C)CC4)ncc3C2)cc1OCC
→ 2	43
N#Cc1ccc(-c2nc(Cc3c(F)cccc3Cl)no2)cc1
→ -2	-14
C[C@@H]1C(c2ccc(F)cc2)=NN(c2ccccc2)[C@H]1C(=O)N1CCOC1=O
→ -7	-6
COC(CNc1ncnc2c1cnn2-c1cccc(C)c1)OC
→ -2	9
COc1ccc(C2N(c3nccs3)C(=O)C3CCCN32)c(OC)c1 (stereo not drawn)
→ -4	6
CCc1nc(-c2cccnc2N2CCCC(C(=O)N3CCN(CC(C)C)CC3)C2)no1 (stereo not drawn)
→ -4	7
CC(C)c1cc(C(=O)Nc2ccc(F)cc2F)nc2ccnn12
→ 2	-23
Oc1ccc(C2=Nn3c(nnc3-c3ccccc3Br)SC2)cc1O
→ -3	19
CN(C)Cc1c(O)ccc2oc(Cc3ccccc3)cc12
→ -5	5
CCCCCCCCN1C(=O)N2Cc3cc(OC)ccc3C2CS1(=O)=O (stereo not drawn)
→ -9	-12
OCCN1CCN(C2CCN(Cc3ccccc3Br)CC2)CC1
→ -10	3
CCC(=O)n1cc(/C=C2\SC(=NC)N(C)C2=O)c(-c2ccccc2)n1
→ -9	11
Cc1ccc(CC(=O)N2CCCN(c3ncccc3-c3nc(C(C)C)no3)CC2)cc1
→ 2	-1
CCn1c(C2CCN(Cc3ccc(C)s3)C2)nc2cccnc21 (stereo not drawn)
→ -4	16
Cc1cc(C(F)(F)F)nn1CC(=O)Nc1sc2c(c1C#N)CCCCC2
→ -1	5
O=C(c1csc(-c2ccc(N3CCCC3)nc2)n1)N1CCOCC1
→ 0	-2
Cn1c(=O)c2c(nc(N3CCOCC3)n2CCNC2=NCCCCC2)n(C)c1=O
→ 1	4
CN(C)CCNC(=O)c1scc2c1CCCC2
→ /	-1
COc1ccc(-c2noc(Cc3ccccc3OC)n2)cc1
→ -1	-108
Cc1ccc(NS(=O)(=O)c2ccc3nc(-c4ccccc4)[nH]c3c2)c(Cl)c1
→ 10	4
O=C(c1ccc(OCC2CCCN(C(=O)c3ccccc3Cl)C2)cc1)N1CCOCC1 (stereo not drawn)
→ -2	5
CCOc1ccccc1C(=O)N1CCN(c2ccc(Cl)cc2)CC1
→ 1	17
S=c1[nH]nc(-c2ccccc2)n1/N=C\c1cccc2ccccc12
→ /	i
C=CC(=C)CCC1C(C)(O)CCC2C(C)(C)CCCC21C (stereo not drawn)
→ -7	/
CCCCCC(=O)Nc1cccc(-c2nc3ncccc3o2)c1
→ 1	9

Continued.
Fields: Pf apPOL block	mHTT CaM bind
Cc1noc(C)c1S(=O)(=O)N1CCC(n2c(C)nc3cccnc32)C1 (stereo not drawn)
→ -2	13
CCCCNc1nc2c(c(=O)n(Cc3ccc(Cl)c(Cl)c3)c(=O)n2C)n1C
→ -6	39
COc1cccc(C2CC(c3cccc(Br)c3)n3nc(N)nc3N2)c1 (stereo not drawn)
→ -2	24
CC(C)c1nnc(NC(=O)CC(c2ccccc2)c2ccccc2)s1
→ 1	-6
COc1ccc(Cl)cc1NC(=O)c1cc(C2CC2)n2nccc2n1
→ -2	-11
CCC1=NC(c2ccccc2Cl)N(O)C1(C)C (stereo not drawn)
→ -2	-2
Cc1n[nH]c(C)c1CCCOc1ccc(I)cc1
→ -4	-4
O=C(NCCn1nc(-n2cccn2)ccc1=O)c1ccc(S(=O)(=O)N2CCCC2)cc1
→ -2	-8
O=C(Nc1ccc2c(c1)OCO2)C1CCN(c2cc(N3CCCCC3)ncn2)CC1
→ -4	56*
CC1CCCCC1NC(=O)c1cc(S(=O)(=O)N2CCC3(CC2)OCCO3)ccc1F (stereo not drawn)
→ -5	6
O=C(C1CC1)N1CCc2sc(S(=O)(=O)Nc3ccccc3F)cc2C1
→ -1	-2
CCn1nc(-c2nc(C(C)(C)C)no2)ccc1=O
→ -1	-5
Cc1cc2c(c(=O)o1)C(c1cccc(Cl)c1)C(C#N)=C(N)O2 (stereo not drawn)
→ 2	-3
CC(=O)N1CCN(c2ccccc2Cl)C(=O)C1C (stereo not drawn)
→ 2	-6
COc1cc(S(=O)(=O)Nc2ccccc2C(=O)O)ccc1Br
→ 6	-2
NC(=O)c1ccc(-c2csnn2)cc1
→ 2&-1	/
CC(=O)Nc1ccc(NC(=O)c2ccccc2OC(C)=O)cc1
→ -5	-5
CC(C)(C)NC(=O)Nc1nnc(SCC(=O)NCc2ccccc2Cl)s1
→ -4	-8
O=C(NCc1cccnc1)C1CCCN(c2ncccc2-c2noc(C3CCC3)n2)C1 (stereo not drawn)
→ -5	2
O=C(NCc1ccccc1)c1cc2ncc(Br)cn2n1
→ 4	7

A draw from above in order of number of heavy atoms, smallest number first:
Fields: Pf apPOL block	mHTT CaM bind
C=CC(=C)CCC1C(C)(O)CCC2C(C)(C)CCCC21C (stereo not drawn)
→ -7	/
Cc1cc(C(=O)N2CC(c3nc(-c4ccccn4)no3)C2)no1
→ -6	-14
Cc1ccc(/C=C(\C#N)c2nn(-c3ccccc3)c(N)c2C#N)cc1
→ -1	-1

Remaining list, next part
Fields: Pf apPOL block	mHTT CaM bind
COc1cccc(C(CNC(=O)C2(c3cccs3)CCCC2)N2CCOCC2)c1 (stereo not drawn)
→ 2	5
Cc1nc2cc(NC(=O)C3COCC(=O)N3Cc3ccccc3)ccc2s1 (stereo not drawn)
→ -8	-5
COc1cc(SC)ccc1C(=O)Nc1cccc([N+](=O)[O-])c1
→ -3	5
Cc1ccc(S(=O)(=O)Nc2ccncc2)c(C)c1N(C)S(=O)(=O)c1ccc(Cl)cc1
→ -4	14
COc1ccc(CCNC(=O)c2sc3nc(C)n(C)c(=O)c3c2C)cc1OC
→ -2	5
COc1cccc(CNc2nccc(-n3nc(C)cc3C)n2)c1
→ -1	-5
Cc1ccccc1NS(=O)(=O)c1ccc(-c2ccccc2)cc1
→ -14	80*
COc1ccc2c(c1OC)C(=O)OC2Nc1nccs1 (stereo not drawn)
→ 24	20
CCOc1ccc(N=c2scc(-c3ccc(F)cc3)n2CCCO)cc1
→ -7	31
O=C(O)c1ccc2c(c1)C(=O)N(c1ccccc1C(F)(F)F)C2=O
→ -5	-7
COc1ccc(C(=O)CSc2n[nH]c(-c3ccncc3)n2)cc1C
→ -9	15
O=C(c1cccc(F)c1)N1CCN(c2ccc([N+](=O)[O-])c(NCc3ccco3)c2)CC1
→ 5	-2
Cc1ccc(-c2nc3ccccn3c2NC(=O)C(C)(C)CCl)cc1
→ -4	12
CCCNC(=O)c1noc2c1CCc1ccc(OC)cc1-2
→ 2	-13
COc1ccc(Cl)cc1NC(=O)CN(c1ccccc1OC)S(C)(=O)=O
→ 1	21
Cc1cccn2c(=O)c3cc(C(=O)NCc4ccccc4)c(=N)n(C(C)C)c3nc12
→ -7	17
COc1ccc(S(=O)(=O)c2cc(O)ccc2O)cc1
→ /	-7
O=S(=O)(c1ccc(Cl)cc1)c1ccc(Cl)c(Cl)c1
→ -2&-6	-36&-33
Cc1ccc(-c2cnc(N3CCCC(C(=O)NCCCN4CCOCC4)C3)nc2)cc1 (stereo not drawn)
→ -4	3
CC(C)(C)c1ccc(S(=O)(=O)N2CCC(c3ccncc3)CC2)cc1
→ 4	-1

Some of the entries so far, with bars between the fields:
Molecule | Pf apPOL block | mHTT CaM bind
COc1cccc(CNc2nccc(-n3nc(C)cc3C)n2)c1 | -1 | -5
Cc1ccccc1NS(=O)(=O)c1ccc(-c2ccccc2)cc1 | -14 | 80*
COc1ccc2c(c1OC)C(=O)OC2Nc1nccs1 (stereo not drawn) | 24 | 20

Continued:
Fields: Pf apPOL block	mHTT CaM bind
Cc1ccc(C(C)C)c(OCC(O)CNC(C)(C)C)c1 (stereo not drawn)
→ -4	-6
COc1ccc(C2C3=C(CC(C)(C)CC3=O)Nc3nc(SC)nn32)cc1 (stereo not drawn)
→ -5	5
COc1ccc(C(CC(=O)O)NC(=O)c2ccccc2Cl)cc1OC (stereo not drawn)
→ -8	-1
O=C(CC1CCN(C(=O)c2ccccc2)CC1)NCCN1CCC(Cc2ccccc2)CC1
→ -4	16

Source: PubChem BioAssay
